Screens deposited in PubChem BioAssay by several laboratories.
OX1R antag-1 = antagonists of human orexin 1 receptor (OX1R). O43613. OX1R-expressing cells, FRET antagonist read-out. inhibition, % at 6.6 µM. 330,000 tested, 1.8% active. AID 485270; in the data active = inhibition mostly above about 38%, no sharp cut-off; inactive = mostly below about 40%;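 also: 0% = agonist challenge alone and 100% = reference antagonist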
Target sequence (O43613 whole entry, looked up): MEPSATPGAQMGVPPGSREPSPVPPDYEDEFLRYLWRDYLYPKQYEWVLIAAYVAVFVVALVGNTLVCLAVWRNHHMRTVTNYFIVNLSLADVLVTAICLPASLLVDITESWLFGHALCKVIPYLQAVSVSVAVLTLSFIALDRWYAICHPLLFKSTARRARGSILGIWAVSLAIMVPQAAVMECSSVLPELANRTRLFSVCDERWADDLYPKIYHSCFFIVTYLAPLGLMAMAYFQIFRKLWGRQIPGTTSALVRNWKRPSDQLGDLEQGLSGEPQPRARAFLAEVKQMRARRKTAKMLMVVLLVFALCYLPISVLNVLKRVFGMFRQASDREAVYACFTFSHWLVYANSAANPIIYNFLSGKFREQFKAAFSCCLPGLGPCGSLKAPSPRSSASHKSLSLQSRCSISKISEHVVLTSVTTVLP
OX1R antag-2 = blocks the human orexin 1 receptor | CHO/OX1R cells, Fluo-8 calcium fluorescence, orexin A | inhibition, % at 5 µM | 330,000 tested, 0.43% active | AID 434989;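 active = inhibition above its plate's threshold, mean inhibition of all tested compounds on the plate plus 3 SD, cut at about 37% in these data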;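 also: 0% = orexin A challenge wells and 100% = SB-334867-A antagonist wells; not every result past the cut was called active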
STK33 kinase inh = human STK33 kinase inhibition | Q9BYT3 | purified STK33, MBP phosphorylation, ADP-Glo luminescence | inhibition, % at 10 µM | 320,000 tested, 0.073% active | AID 2661;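 active = inhibition at or above 25%, using the most active replicate where run in duplicate; inactive = inhibition below 25%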
Target sequence (Q9BYT3 whole entry, looked up): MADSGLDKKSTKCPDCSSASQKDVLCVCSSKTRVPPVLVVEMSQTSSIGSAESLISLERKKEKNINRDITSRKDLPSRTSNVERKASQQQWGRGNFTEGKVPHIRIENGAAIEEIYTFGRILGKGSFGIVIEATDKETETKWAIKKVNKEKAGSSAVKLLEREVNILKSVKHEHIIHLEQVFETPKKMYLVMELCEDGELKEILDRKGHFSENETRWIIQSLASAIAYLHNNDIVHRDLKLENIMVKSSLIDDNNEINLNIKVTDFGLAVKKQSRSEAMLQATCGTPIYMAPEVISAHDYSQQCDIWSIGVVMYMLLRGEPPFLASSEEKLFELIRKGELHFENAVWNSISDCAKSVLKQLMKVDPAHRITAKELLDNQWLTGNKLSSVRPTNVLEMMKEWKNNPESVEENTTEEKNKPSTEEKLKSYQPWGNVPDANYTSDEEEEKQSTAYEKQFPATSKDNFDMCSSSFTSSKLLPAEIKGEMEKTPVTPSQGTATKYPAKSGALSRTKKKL
The depositor's hits bear a star; . = not tested or not shown.

The line under a structure holds: OX1R antag-1	STK33 kinase inh	OX1R antag-2
COc1ccccc1N(CC(=O)N1CCCC1)S(=O)(=O)c1cc([N+](=O)[O-])ccc1Cl
    27	-0.1	-9
CC(=O)N1CCN(S(=O)(=O)c2ccc(C)cc2)C1c1ccc(N(C)C)cc1 (stereo not drawn)
    17	0.0	-9
Cn1c(N2CCN(C(=O)Nc3ccc(C(F)(F)F)cc3)CC2)nc2ccccc21
    21	-0.8	-13
C/C(=N\NC(N)=S)C1(C)CC2(CC(C)(C)OC2=O)C(=O)O1 (stereo not drawn)
    3	-0.2	-9
Oc1c(C(c2cccs2)N2CCN(c3ccccc3)CC2)ccc2cccnc12 (stereo not drawn)
    28	-1.5	-16
CCN(CC)CCN(C(=O)Cn1nnc(-c2ccc(C)o2)n1)C(C(=O)NC(C)(C)C)c1cccs1 (stereo not drawn)
    25	0.2	-26
CCO[C@H]1OC(C(N)=O)=C[C@@H](c2coc3ccccc3c2=O)[C@@H]1CCCO
    20	1.5	-9
O=C(CCCn1c(=O)c2ccccc2n(CC(=O)NCc2ccco2)c1=O)NCc1ccco1
    5	0.2	-13
O=C(CN(CC1CCCO1)C(=O)CNS(=O)(=O)c1ccccc1)NCCc1ccccc1 (stereo not drawn)
    4	-0.3	-2
O=C(Nc1cccs1)Nc1cccnc1Cl
    -7	0.1	11
O=C(O)C1CC(=O)n2c(nc3ccccc32)S1 (stereo not drawn)
    5	-0.6	-15
CCCCn1c(=S)[nH]c2ccc(N3CCOCC3)cc2c1=O
    10	-0.8	-20
O=C(Cn1nnc(-c2ccc(F)cc2)n1)N1CCCCC1
    22	1.2	4
Cc1ccccc1-n1c(SCC(=O)NCc2cccs2)nc2ccccc2c1=O
    48	-2.4	-7
CC(NC(=O)/C(=C\c1ccco1)NC(=O)c1ccccc1Br)C(=O)O (stereo not drawn)
    14	-1.1	-6
COc1ccc(C2C=C(c3ccccc3)Nc3nc(NC(C)=O)nn32)cc1 (stereo not drawn)
    22	2.1	-13
CCOC(=O)Cc1csc(NC(=O)c2cc(-c3ccncc3)nc3ccccc23)n1
    3	1.3	-22
CN(C[C@H](Cc1ccccc1)N(C[C@H](Cc1ccccc1)N(CCc1cc(C(F)(F)F)cc(C(F)(F)F)c1)N=O)N=O)N=O
    5	-1.0	-34
Cc1cc2cc(CNC(=O)COc3ccccc3)ccc2n1C
    4	0.2	-1
C=CCOc1cccc(C(=O)N2CCCC(CCC(=O)NCc3ccccc3F)C2)c1 (stereo not drawn)
    9	-2.8	-37
C=CCc1ccc(OCC(O)CN2CCN(c3ccccc3OC)CC2)c(OC)c1 (stereo not drawn)
    1	-0.6	-55
Cc1cc(C)cc(NC(=O)CCn2c(=S)[nH]c3ccccc3c2=O)c1
    16	-0.9	-20
Fc1ccc(-n2nnc(-c3cccnc3Cl)n2)cc1
    18	-0.6	-13
COC(=O)c1[nH]c2ccc(C)cc2c1NC(=O)Nc1ccccc1OC
    32	0.0	-22
CC1CCCCN1CC(=O)Nc1cc(S(=O)(=O)N2CCOCC2)ccc1N1CCCC1 (stereo not drawn)
    4	-0.6	-11
NNC(=O)CCN(Cc1ccco1)S(=O)(=O)c1ccc(Cl)cc1
    12	0.6	-14
CC(C)(C)NC(=O)Cn1nc(C(F)(F)F)c2c1CCCC2
    13	-1.2	-5
CCOC(=O)c1c(NC(=O)OC)sc(C(=O)N(C)C)c1C
    9	-2.3	-18
Cc1ccc(-n2cc(C(=O)c3cc(Cl)ccc3O)cc(C#N)c2=O)cc1
    1	0.2	-37
O=C1C(C=NCCCn2ccnc2)=C(O)c2ccccc21
    21	0.9	-12
O=S(=O)(/N=C(/Nc1ccccn1)c1ccccc1)c1ccccc1
    2	-2.1	-17
CC(C)(C)C(=O)CN1C2=NCCN2c2ccccc21
    13	-0.9	-2
Cn1c(NC(=O)c2ccc(C(C)(C)C)cc2)cc(=O)n(C)c1=O
    10	0.3	-14
COc1ccccc1C(=O)NCCC(=O)Nc1cccc(C)n1
    5	1.2	-2
COc1ccc(CN(C)C(=O)CC(c2ccccc2)c2ccccc2)cc1
    15	-1.0	-29
C=CCn1c(COc2ccccc2F)nnc1SCC(=O)c1c[nH]c2ccccc12
    18	1.1	-4
Cn1c(Cn2nnc3ccccc32)nnc1SCC(=O)N1c2ccccc2CCc2ccccc21
    28	-0.8	-17
COc1ccc(C2C3=C(CC(C)(C)CC3=O)N(C)C3=C2C(=O)CC(C)(C)C3)cc1OC
    10	0.8	-11
CCC(C)c1ccccc1NC(=S)NC(=O)c1ccco1 (stereo not drawn)
    1	-2.4	-25
COc1ccc2cc(C(=O)N3CCN(c4ccc(F)cc4)CC3)[nH]c2c1
    1	0.4	-8
Nc1cc(N)nc(SCC(=O)NCc2ccc3c(c2)OCO3)n1
    1	0.2	4
COc1ccccc1OCCC(=O)Nc1ccc2c(c1)OCO2
    6	0.5	-11
Cc1ccc(C)c(C(C)NC(=O)C2CCCC2)c1 (stereo not drawn)
    8	1.3	-14
Cc1c(-c2ccccc2Cl)nc2ccccc2c1C(=O)O
    7	-0.2	9
O=C(O)/C=C/C(=O)NCc1ccccc1
    15	-0.5	-1

Structures above that contain a thiophene ring, fused or not, in the order listed:
The line under a structure holds: OX1R antag-1	STK33 kinase inh	OX1R antag-2
Oc1c(C(c2cccs2)N2CCN(c3ccccc3)CC2)ccc2cccnc12 (stereo not drawn)
    28	-1.5	-16
CCN(CC)CCN(C(=O)Cn1nnc(-c2ccc(C)o2)n1)C(C(=O)NC(C)(C)C)c1cccs1 (stereo not drawn)
    25	0.2	-26
O=C(Nc1cccs1)Nc1cccnc1Cl
    -7	0.1	11
Cc1ccccc1-n1c(SCC(=O)NCc2cccs2)nc2ccccc2c1=O
    48	-2.4	-7
CCOC(=O)c1c(NC(=O)OC)sc(C(=O)N(C)C)c1C
    9	-2.3	-18

Returning to the listing, repeating the 3 entries before the break.
The line under a structure holds: OX1R antag-1	STK33 kinase inh	OX1R antag-2
Cc1ccc(C)c(C(C)NC(=O)C2CCCC2)c1 (stereo not drawn)
    8	1.3	-14
Cc1c(-c2ccccc2Cl)nc2ccccc2c1C(=O)O
    7	-0.2	9
O=C(O)/C=C/C(=O)NCc1ccccc1
    15	-0.5	-1
CC(C)C(NC(=O)c1cccc(S(=O)(=O)N2CCOCC2)c1)C(=O)NCc1ccc(Cl)cc1 (stereo not drawn)
    9	.	-38
O=C(CSc1nnc(-c2ccccc2F)n1C1CCCCC1)Nc1cc(C(=O)O)ccc1Cl
    6	-0.8	-1
O=C1N(S(=O)(=O)c2ccccc2F)C(=O)C2(CCCC2)N1S(=O)(=O)c1ccccc1F
    6	0.3	-12
CCOC(=O)Nc1ccc(N2CCOCC2)c(S(=O)(=O)N2CCOCC2)c1
    24	-1.0	-22
COc1cccc(/C=N/n2c(=S)n(C)c3ccccc32)c1OC
    22	-0.2	-39
O=C(Oc1cccnc1)c1ccccc1[N+](=O)[O-]
    16	.	-3
COC(=O)c1c(C(=O)OC)c2ccncn2c1Cl
    12	0.9	5
COc1ccc(OC)c(-c2csc(NC(=O)Cc3cccs3)n2)c1
    27	-1.0	-35
Cn1cc([N+](=O)[O-])c(C(=O)NCc2ccco2)n1
    15	0.8	-5
Cc1ncc([N+](=O)[O-])n1CC(=O)Nc1ccccc1
    5	-1.2	-2
Cc1cccc(NC(=O)COc2cccc3c2CCN(Cc2ccccc2)C3=O)c1C
    7	-2.9	-35
C[C@@]12CCC3[C@@](CC[C@@H]4[C@](C)(C(=O)O)CCC[C@@]34C)(C[C@H]1O)C2 (stereo partly drawn)
    -6	-0.6	17
O=C(CNC(=O)c1cccc(N2C(=O)c3ccccc3C2=O)c1)Nc1ccc(F)c(F)c1
    12	0.1	-8
Cc1ccccc1NC1(C#N)C(=O)Nc2ccccc21 (stereo not drawn)
    21	1.7	-5
CC(C)C(=O)Nc1ccc(C(=O)NNC(=O)NC2CCCCC2)cc1
    7	0.0	6
CC(=O)c1ccc(N2CCN(C(=O)c3cc(-c4ccncc4)nc4ccc(Br)cc34)CC2)cc1
    40	-1.6	-16
Cc1[nH]c(=O)c(C#N)c(C)c1CCC(=O)NCc1ccc(Cl)cc1
    -11	3.4	-30
O=C(NCCS(=O)(=O)N1CCN(c2cccc(Cl)c2)CC1)C1CC1
    7	-0.1	-20
CC(=O)CCS(=O)(=O)c1ccc(Oc2ccc(S(=O)(=O)CCC(C)=O)cc2)cc1
    7	1.2	-13
CCn1cc(CNC(=O)c2cc(COc3ccc(F)cc3Cl)on2)cn1
    14	-2.2	-12
Cc1nc(SCC(=O)NC(C)(C)C)c2c(-c3cccs3)csc2n1
    21	-2.5	-41
O=C(CN1CCCCCC1)Nc1ccc(F)c(F)c1F
    9	-0.8	-15
O=C(Nc1ccc2c(c1)OCO2)Nc1ccccc1F
    24	1.3	0
Cc1ccc(N2CCN(C(=O)NC3CCCCC3)CC2)c(C)c1
    18	0.7	-18
CN(c1ccccc1)c1nc(N)c([N+](=O)[O-])c(NCc2ccco2)n1
    62	0.4	-6
CS(=O)(=O)N1N=C(c2ccco2)CC1c1cccc([N+](=O)[O-])c1 (stereo not drawn)
    12	-0.2	9
COc1cccc(OCc2cc(C(=O)NCc3cnc4ccccn34)no2)c1
    15	-1.4	-9
O=C(CSc1nc2ccccc2[nH]1)c1cccs1
    23	0.9	-16
Cc1noc(C)c1S(=O)(=O)N1CCCC(C(=O)c2cccc(OC(C)C)c2)C1 (stereo not drawn)
    20	-1.0	-10
CC1(c2ccc3ccccc3c2)NC(=O)N(CC(=O)N2CCC(C(N)=O)CC2)C1=O (stereo not drawn)
    10	-0.5	-10

Arranged by number of heavy atoms (rising): three of the compounds above
The line under a structure holds: OX1R antag-1	STK33 kinase inh	OX1R antag-2
Cc1[nH]c(=O)c(C#N)c(C)c1CCC(=O)NCc1ccc(Cl)cc1
    -11	3.4	-30
CC(=O)CCS(=O)(=O)c1ccc(Oc2ccc(S(=O)(=O)CCC(C)=O)cc2)cc1
    7	1.2	-13
CC(=O)c1ccc(N2CCN(C(=O)c3cc(-c4ccncc4)nc4ccc(Br)cc34)CC2)cc1
    40	-1.6	-16

Next section.
The line under a structure holds: OX1R antag-1	STK33 kinase inh	OX1R antag-2
CCOC(=O)Cn1cnc2c(cnn2-c2ccccc2)c1=O
    0	-0.9	13
CCOC(=O)Nc1ccc(OC)cc1S(=O)(=O)N1CCCCC1
    20	0.8	-6
CCOc1cc(C)c(C(C)C)cc1S(=O)(=O)NCc1ccccn1
    8	-0.2	-3
CC(C)CC(=O)N(Cc1ccc(F)cc1)C1CCS(=O)(=O)C1 (stereo not drawn)
    15	0.3	-17
CCn1c(SCC(=O)Nc2ccc(C(=O)OC)cc2)nnc1-c1cccs1
    17	-0.5	-25
CCC(C)NC(=O)/C=C1\Sc2ccccc2NC1=O (stereo not drawn)
    23	.	-16
COc1ccc(CCNC(=O)CCc2ccc(S(=O)(=O)NCC(C)C)cc2)cc1OC
    34	-1.0	-26
CC1(C)Cc2c(sc(/N=C/N3CCCCCC3)c2C#N)C(C)(C)N1
    10	-1.6	-13
Cc1cc(-c2ccc(C(C)C)c(S(=O)(=O)N3CCC(C)CC3)c2)on1
    3	-0.4	-1
COc1ccc(S(=O)(=O)N2CCN(CCOc3ccc(Br)cc3)CC2)cc1OC
    7	-0.2	-2
Cc1[nH]c2ccccc2c1C(c1ccncc1)N1CCN(c2ccc(F)cc2)CC1 (stereo not drawn)
    7	-1.9	-14
COc1ccc(Br)cc1CNc1ccc2[nH]c(=O)[nH]c2c1
    25	0.1	-5
O=C(NCCN1CCOCC1)c1cc(-c2ccc(Cl)s2)nc2ccccc12
    6	-1.3	-27
O=C(Nc1ccncc1)c1ccc(N2CCCC2=O)cc1
    29	1.8	-12
O=C(NCc1ccco1)c1cc([N+](=O)[O-])ccc1N1CCOCC1
    51	-1.6	-21
COc1cc2cc(CN(CCN3CCOCC3)C(=O)Nc3ccc(F)cc3)c(=O)[nH]c2cc1OC
    10	-0.7	-19
O=C(Nc1cc2cccc([N+](=O)[O-])c2oc1=O)c1cccs1
    6	0.4	-4
CC(C)CN1CCN(CCCc2ccccc2)C(CCO)C1 (stereo not drawn)
    -6	-2.5	-19
O=C(/C=C/c1ccccc1[N+](=O)[O-])c1ccc(F)cc1
    14	-0.4	-10
Fc1ccc(NC(=S)N2CCN(c3cccc(C(F)(F)F)c3)CC2)cc1
    13	0.0	1
CC(C)c1ccc(N2CC(C(=O)Nc3nccs3)CC2=O)cc1 (stereo not drawn)
    15	0.1	-10
COc1ccccc1NC(=O)N(Cc1ccc2c(c1)OCO2)Cc1nc2ccccc2c(=O)[nH]1
    32	-0.2	-7
Cc1ccccc1OCC(=O)Nc1ccccc1-c1ccccc1
    10	-1.7	-43
Nc1cc(=O)nc(SCC(=O)Nc2cccc3ccccc23)n1CCc1ccccc1
    55	-2.3	-13
COc1ccc(Nc2cc(C)nc3ncnn23)c(OC)c1
    6	0.0	-10
CC(C)COc1ccc(C(=O)Nc2ccc(NC(=O)c3ccco3)cc2)cc1
    8	-0.6	-12
Cc1cc(C)cc(NC(=O)Cn2ncn3c(cc4ccccc43)c2=O)c1
    5	0.8	8
